bCat KO growth – beta-catenin-lacking colon tumor cell growth suppression; 1.5% of 140,000 active; HCT116 beta-catenin knockout viability, CellTiter-Glo, 60 h; stronger effect = lower value; viability, % at 10 µM;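 active = viability at or under a set limit, the compound median less 4 SD, cut at about 6% in these data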;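 note: 0% = Hyamine 1622 control at 20 µM and 100% = untreated cell control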
NPY Y2 blocker – blocks the human neuropeptide Y Y2 receptor. inhibition, % at 2.7 µM. NPY-Y2 expressing cells, antagonist mode. 0.99% of 140,000 active. P49146. AID 793; in the data active = inhibition above about 17%;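 note: 0% = vehicle with agonist challenge and 100% = reference antagonist with challenge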
Target sequence (P49146 whole entry, looked up): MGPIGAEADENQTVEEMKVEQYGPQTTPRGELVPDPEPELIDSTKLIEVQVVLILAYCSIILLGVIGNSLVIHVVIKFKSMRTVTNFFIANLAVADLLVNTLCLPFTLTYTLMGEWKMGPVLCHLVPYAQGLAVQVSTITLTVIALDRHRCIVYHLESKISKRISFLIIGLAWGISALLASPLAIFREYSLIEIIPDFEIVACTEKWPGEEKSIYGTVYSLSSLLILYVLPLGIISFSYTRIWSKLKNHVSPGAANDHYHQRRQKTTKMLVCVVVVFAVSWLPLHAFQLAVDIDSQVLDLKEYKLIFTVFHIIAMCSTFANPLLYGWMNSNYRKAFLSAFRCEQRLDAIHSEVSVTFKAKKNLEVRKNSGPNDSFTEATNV
PTEN del growth – suppresses growth of cells with PTEN deletion; HCT116 PTEN-null viability, CellTiter-Glo, 60 h; stronger effect = lower value; viability, % at 10 µM; 1.2% of 140,000 active;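 active = viability at or below a set limit, 4 SD under the median of all tested compounds, cut at about 3.7% in these data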;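 note: PTEN knockout HCT116 line with beta catenin targeted HCT116 as companion control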
BB579 growth dn – yeast BB579 growth reduction in restrictive medium; S. cerevisiae BB579 growth, OD615, 48 h; inhibition, % at 10 µM; 0.51% of 140,000 active;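 active = inhibition above a set limit, 3 SD over the mean compound inhibition, cut at about 44% in these data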; note: inactives centre near -24
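System: DeaD yeast strain BB579; buffer or medium: CSMM-D dextrose restrictive medium; technique: OD at 615 nm; schedule: 4 h cell preincubation, 48 h compound exposure, 30 °C humidified; doses: single 10 µM dose; controls: amphotericin B 10 µg/mL, positive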
Measles CPE – protection of cells from measles virus | Measles virus-infected cells, CPE protection, absorbance | protection (pct of control), % at 4 µM | 1.5% of 140,000 active; in the data active = protection mostly above about 24%, no sharp cut-off; inactive = mostly below about 26%; note: some compounds called inactive have numbers as strong as hits
E-sel TNF inh – blocks E-selectin expression induced by TNF alpha; HUVEC TNFa-induced E-selectin immunofluorescence, high content; inhibition, % at 2 µM; 0.71% of 120,000 active;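 active = inhibition above the batch mean plus 3 SD, and confirmed as a hit on visual image review, cut at about 43% in these data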;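 note: 0% = TNF-stimulated DMSO wells and 100% = unstimulated control wells; not every result past the cut was called active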
Yeast lifespan up – extends the lifespan of yeast | 0.68% of 130,000 active | inhibition of the nicotinamide effect, % at 10 µM | S. cerevisiae growth with nicotinamide, OD615; deaD strain in restrictive glucose medium | AID 775;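 active = inhibition above a set limit, placed 3 SD over the median of all compounds, cut at about 26% in these data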;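 note: 0% = nicotinamide-treated wells and 100% = cells grown without nicotinamide; some compounds called inactive have numbers as strong as hits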
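Test system: DeaD-strain S. cerevisiae / Buffer or medium: restrictive glucose medium / Also added: nicotinamide 1.5 mM / Doses: one concentration, 10 µM, DMSO 0.25% / Schedule: 48 h at 30 °C / Signal: OD615 measurement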
Phagocyt inh – inhibitors of macrophage phagocytosis; J774A.1 macrophage IgG-bead phagocytosis, imaging; inhibition, % at 5 µM; 0.07% of 110,000 active;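 active = inhibition above the mean of the plate negative controls plus 5 SD, cut at about 13% in these data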;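 note: phagocytic index as fraction of beads internalized from green versus red external bead signal; plate controls were DMSO negative control for no effect and cytochalasin-D positive control for full effect; some results beyond the cut were filed as inactive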
MRP-1 activ – activates MRP-1; 0.61% of 140,000 active; viability increase, % at 10 µM; H69AR cells + doxorubicin, viability rescue, CellTiter-Glo;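 active = viability gain under doxorubicin at or above a set limit, the compound median plus 3 SD, cut at about 4.7% in these data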;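 note: MRP-1 overexpressing cells given doxorubicin 25 µM after compound pretreatment; 18-22 h compound pretreatment then 72 h with doxorubicin before readout; 0% = doxorubicin-only wells and 100% = vehicle-treated cells without doxorubicin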
GALR2 antag – GALR2 (human) receptor antagonism; GALR2-expressing cells, antagonist mode; inhibition, % at 4 µM; 0.39% of 140,000 active; O43603; AID 828; in the data active = inhibition above about 27%;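 note: cells stimulated with galanin 1-16 at roughly its EC80; 0% = agonist challenge control and 100% = basal control without agonist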
Target sequence (O43603 whole entry, looked up): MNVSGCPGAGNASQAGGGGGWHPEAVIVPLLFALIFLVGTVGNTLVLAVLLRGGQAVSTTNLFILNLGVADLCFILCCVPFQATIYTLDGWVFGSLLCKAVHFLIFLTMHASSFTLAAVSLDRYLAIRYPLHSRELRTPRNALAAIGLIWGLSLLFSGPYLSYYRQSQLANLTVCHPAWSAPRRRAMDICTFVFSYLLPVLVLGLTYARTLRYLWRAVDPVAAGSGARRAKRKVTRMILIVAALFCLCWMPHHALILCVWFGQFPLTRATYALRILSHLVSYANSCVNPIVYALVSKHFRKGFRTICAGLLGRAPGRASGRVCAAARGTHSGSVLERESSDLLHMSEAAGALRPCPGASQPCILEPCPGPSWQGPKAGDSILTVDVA
* marks the source's active call; other numbers are inactive results; · = not tested or not shown.

SMILES,Phagocyt inh,E-sel TNF inh,BB579 growth dn,Yeast lifespan up,MRP-1 activ,NPY Y2 blocker,bCat KO growth,PTEN del growth,Measles CPE,GALR2 antag
O=C1NC(=O)/C(=C\c2ccc(Oc3ccc([N+](=O)[O-])cn3)cc2)S1,0,16,-31,4,-1.7,-1,85,87,9,-4
CCOC(=O)c1cn(Cc2cccc(C)c2)nn1,-1,·,18,-3,-0.5,-1,96,92,3,0
O=C(OCc1ccccc1Cl)c1cccnc1Cl,0,-29,-7,-15,1.5,3,100,97,6,-3
COc1ccc(NC(=S)N2CCN(c3ccccn3)CC2)cc1OC,-12,·,-19,-4,-0.6,0,97,103,12,13
COC(=O)c1ccc(CSc2ncnc3c2nnn3-c2ccc(F)cc2)o1,-3,·,-26,-15,-1.9,2,63,71,1,-8
CCOC(=O)C1C(=O)CC(C)(O)C(C(=O)OCC)C1c1ccc(Br)o1 (centres undefined),1,-3,-3,-4,-2.4,3,79,76,2,5
O=c1[nH]ncc(N2CCN(C(c3ccccc3)c3ccccc3)CC2)c1Cl,-4,-19,-13,3,-3.1,2,86,82,3,6
Cc1c(NC(=O)/C(C#N)=C/c2ccc(-c3ccccc3Cl)o2)c(=O)n(-c2ccccc2)n1C,-10,15,-20,-2,2.7,6,101,96,6,-11
COc1ccc(CN2CCN(S(=O)(=O)c3ccc(F)cc3)CC2)cc1OC,1,-12,-49,2,-1.0,0,77,86,38,-8
Cc1sc(NC(=O)C2CCCCC2C(=O)O)c(C(N)=O)c1-c1ccc(C(C)C)cc1 (centres undefined),·,-5,-27,-4,-0.5,2,94,88,15,-3
Cn1cc(SCC(=O)NCc2ccc3c(c2)OCO3)c2ccccc21,0,-25,-33,-9,-0.1,4,99,96,9,18
O=C(c1cccs1)N1CCN(S(=O)(=O)N2CCOCC2)CC1,·,-6,-57,3,0.1,1,93,109,10,-2
O=C(Cn1cnc2c(cnn2-c2ccc(F)cc2)c1=O)NCc1ccco1,0,-1,-45,3,-2.8,3,45,45,6,2
Cc1ccc(-c2csc(NC(=O)c3ccno3)n2)cc1,1,10,-49,43,0.5,3,100,99,7,-7
C/C(CC(=O)NCC(C)C)=N\NC(=O)COc1cc(C)c(Br)cc1Br,-10,·,10,-8,-1.4,4,105,102,18,15
Cc1nc(Oc2ccc(S(=O)(=O)N3CCOCC3)cc2Cl)c2c3c(sc2n1)CCCC3,-13,·,-40,0,-3.2,3,19,28,14,-20
CCCCCCn1c(CN2CCN(C(=O)c3ccco3)CC2)nc2c1c(=O)n(C)c(=O)n2C,·,-1,-33,15,-4.8,2,85,79,3,-3
O=C(Cc1ccccc1)NNC(=O)Nc1ccc(Cl)c(Cl)c1,-4,-12,-12,4,-1.9,3,80,81,3,0
Cc1nnc(SCC(N)=O)n1CC1CCCO1 (centres undefined),-3,16,-39,1,-1.0,-2,94,97,8,0
COc1ccc(-c2cn3cc(C)ccc3n2)cc1Br,-3,·,1,-8,-2.9,4,69,71,45,-2
O=C(CCCN1C(=O)c2ccccc2C1=O)Nc1ccccn1,·,-7,-6,-7,-2.0,5,98,97,8,-4
Cc1ccc(NS(=O)(=O)c2cc(NC(=O)C(C)Oc3ccccc3)ccc2C)c(C)c1 (centres undefined),-8,·,-45,7,-2.0,4,73,61,4,9
CC(=O)c1cccc(NC(=O)CN(c2cccc(F)c2)S(C)(=O)=O)c1,1,·,-14,-6,-2.1,2,97,98,2,4
Cc1noc(NS(=O)(=O)c2ccc(N)cc2)c1C,·,·,-24,5,-1.0,1,101,92,23,-3
CC(C)(C)NC(=O)NC(=O)COC(=O)CNC(=O)c1cccc(F)c1,·,-8,-46,-21,-1.5,2,90,77,2,1
Cc1ccc(NC2=C([N+](=O)[O-])CS(=O)(=O)C2)cc1,2,5,-28,-1,-0.3,1,100,102,7,-1
N#Cc1cnn(CC2CCCCC2)c1N,·,-52,-16,-9,-0.3,0,106,109,6,4
CN(C)c1oc(-c2ccccc2F)nc1C#N,-1,·,20,-10,-3.3,3,103,102,4,15
Cc1ccc(S(=O)(=O)Nc2cccc(C(=O)Nc3cc(C)ccn3)c2)cc1,-2,8,-34,-7,0.0,4,95,102,10,-9
COC(=O)c1cc(-c2cccc(OC)c2)on1,-2,·,-2,-10,-2.6,13,100,101,1,-12
CCC(C)[C@H](Nc1nc(-c2ccccc2)nc2c1oc1ccccc12)C(=O)O (some centres undefined),·,-30,-2,8,-3.2,3,89,86,8,10
Cc1cccc(N2CCN(CC(=O)Nc3ccc(-n4cnnn4)cc3)CC2)c1C,·,-22,-25,-8,-2.1,0,84,92,4,1
Cc1nn(C(=O)c2ccccc2)c2c1C(=O)CC(C)(C)C2,-1,-9,-2,6,-0.7,2,96,95,9,4
COc1ccccc1/C=N/Nc1nccnc1Cl,0,-6,8,-6,-1.2,1,88,85,35,-9
CCC(c1nnc(SCC(=O)Nc2nnc(-c3ccccc3)o2)o1)N(C)C (centres undefined),-2,-34,-40,-7,0.2,-1,103,119,17,2
O=C(O)CCC(=O)NCC1OCCc2ccccc21 (centres undefined),1,3,-2,-24,-2.1,0,86,91,7,-5
CC1CC2(CC(C)(C(=O)CSc3nc4ccccc4s3)OC2=O)C(=O)O1 (centres undefined),1,-29,0,-6,-1.6,3,102,91,8,8
O=C(NC1CCCc2ccccc21)c1ccc(Cl)nc1 (centres undefined),0,18,-20,-2,-3.3,3,87,84,22,-2
CCc1n[nH]c2c1/C(=N\O)CC(c1ccccc1)C2 (centres undefined),-1,·,-8,-6,0.1,1,32,20,5,-6
O=C(CCCN1C(=O)/C(=C/c2cccc(Br)c2)SC1=S)Nc1ccccn1,0,33,-51,-10,-2.3,2,6,6,12,6
O=C(Nc1ccccc1N1CCOCC1)C1Cc2ccccc2CN1C(=O)c1ccco1 (centres undefined),·,0,-34,1,-2.9,9,85,89,10,-6
O=C1C=C(c2ccccc2)C(=O)N1Nc1ccccc1,0,3,44*,5,-2.7,0,100,102,1,13
CC(C)Cn1c(NCCN(C)C)nc2c1c(=O)[nH]c(=O)n2C,1,-4,-29,-10,-0.1,5,82,90,1,-6
Oc1ccc(N=Nc2n[nH]c(-c3ccc(Br)cc3)n2)cc1,-6,-4,-35,3,-2.6,-2,55,30,17,6
CC(C)Cc1nc2oc3c(=O)[nH]cnc3c2c2c1CCC2,0,·,-44,-1,-0.9,4,103,106,13,1
O=C(NCCCN1CCN(c2ccccc2F)CC1)C1CCN(S(=O)(=O)N2CCOCC2)CC1,-2,-14,-43,2,-1.3,2,94,84,3,-9
CN1C(=O)[C@@H]2[C@@H]3C[C@@H]([C@H]4ON=C(c5ccc(Cl)cc5)[C@@H]34)[C@@H]2C1=O,-2,·,6,1,-0.8,3,93,90,6,5
O=C(c1cc(-c2ccccc2)nc2ccccc12)N1N=C(C(F)F)CC1(O)C(F)F (centres undefined),-2,-58,-12,-7,0.0,-1,89,93,14,5
CCC12CC3CC(C1)CC(C(=O)Nc1nn[nH]n1)(C3)C2,0,-17,-39,-3,-1.9,0,90,87,5,0
CC(C)C(OC(=O)c1cccs1)C(=O)NC1CCCCC1 (centres undefined),·,-8,-19,·,-1.0,4,82,93,1,-9
COc1ccc(S(=O)(=O)Nc2cccc(NC(C)=O)c2)cc1,-2,-16,-1,-4,-2.0,4,91,89,14,-8
O=C(NC(Cc1ccccc1)C(=O)O)/C(=C/c1ccc(F)cc1)NC(=O)c1ccccc1 (centres undefined),-1,·,-28,-1,-0.4,2,89,92,12,-9
Cc1ccc(NC(=O)c2cc(N3C(=O)C=CC3=O)ccc2Cl)cc1C,-9,·,-37,3,0.7,3,103,104,6,13
CCCCCCc1cc2cc(C(=O)Nc3ccccc3OC)c(=O)oc2cc1O,-7,·,-22,-2,-2.3,-1,62,83,5,3
C/C(=N/NC(=O)c1ccco1)c1ccc(NC(=O)c2ccc(F)cc2)cc1,0,·,-5,-1,-0.4,0,86,90,24,-4
CCOC(=O)C1CCN(S(=O)(=O)c2ccc(OCC)cc2)CC1,-3,13,-48,2,-4.1,0,89,91,2,0
CC1=CC(C)(C)n2c(O)c(N=NC(N)=S)c3cccc1c32,-5,·,-34,11,-0.9,1,84,82,16,7
CCCNC(=O)CS(=O)Cc1nc(-c2ccccc2C)oc1C (centres undefined),0,10,1,-7,-1.8,-3,93,96,12,-5
CCOC(=O)c1c(-c2ccccc2)csc1NC(=O)CSc1nncs1,·,-10,-36,14,0.3,2,77,77,4,-1
CCSc1nc2c(c(=O)[nH]1)C(c1cccnc1)C(C(=O)OC)=C(C)N2 (centres undefined),-1,-13,-10,-3,-0.5,1,102,108,4,3

Random excerpt: two compounds from above, in no set order.
SMILES,Phagocyt inh,E-sel TNF inh,BB579 growth dn,Yeast lifespan up,MRP-1 activ,NPY Y2 blocker,bCat KO growth,PTEN del growth,Measles CPE,GALR2 antag
CCc1n[nH]c2c1/C(=N\O)CC(c1ccccc1)C2 (centres undefined),-1,·,-8,-6,0.1,1,32,20,5,-6
Cc1ccc(NC(=O)c2cc(N3C(=O)C=CC3=O)ccc2Cl)cc1C,-9,·,-37,3,0.7,3,103,104,6,13

The results go on:
SMILES,Phagocyt inh,E-sel TNF inh,BB579 growth dn,Yeast lifespan up,MRP-1 activ,NPY Y2 blocker,bCat KO growth,PTEN del growth,Measles CPE,GALR2 antag
O=C(Cn1cc2c(n1)CCCC2)NCc1ccccn1,-1,25,-2,-8,-0.8,1,104,98,6,10
CCCC(=O)Nc1cccc(NC(=O)c2ccc3c(c2)OCO3)c1,-1,·,-16,-8,-2.8,-1,91,92,6,-2
CCOCCCNc1nc2c([nH]1)c(=O)n(C)c(=O)n2C,-1,-6,-13,-10,-0.8,2,93,101,21,-10
O=C(Cn1cc(/C=N/O)c2ccccc21)N1CCOCC1,-1,-4,-39,-1,-1.1,2,104,115,1,3
O=C(N1CCCCCC1)n1c(Cc2ccccc2)nc2ccccc21,·,-15,-33,·,-0.4,5,83,80,4,-2
Cn1cnnc1SC1c2cccc3cccc(c23)C1NS(=O)(=O)c1ccc(Cl)cc1 (centres undefined),-7,6,-32,5,-3.4,-1,78,88,21,10
CC(C)CCNC(=O)CCCOc1cc(=O)n(C)c2ccccc12,0,14,-30,-5,-3.1,1,70,72,17,-1
CCOC(=O)c1c(C)[nH]c(C(=O)COC(=O)CNC(=O)C2CCCCC2)c1C,1,0,-44,-4,0.5,2,105,110,4,-6
CCOC(=O)N1CCN(C(=O)C2CCCN(S(=O)(=O)c3cc(C)ccc3OC)C2)CC1 (centres undefined),3,6,5,-18,-1.5,-3,87,94,33,7
CC(=O)[C@@]1(O)CC[C@H]2[C@@H]3C[C@H](C)C4=CC(=O)CC[C@]4(C)[C@H]3CC[C@@]21C,·,-31,-23,12,-2.6,-1,63,74,9,-4
CC1CCCCN1CCNC(=O)c1cc2c(-c3ccccc3F)nn(C)c2s1 (centres undefined),0,-10,-6,-7,-4.3,2,54,74,11,15

Bioassay records as filed in PubChem BioAssay.
